UBC13 polyUb = inhibitors of human UBC13 polyubiquitin chain formation | TR-FRET | inhibition, % at 20 µM | 0.47% of 330,000 active; in the data active means inhibition above about 45%, passing the limit was not always enough
Jurkat NFkB inh = lowers PMA/ionomycin-induced NF-kB signal in Jurkat cells | PMA/ionomycin-induced NF-kB luciferase reporter, luminescence | 0.53% of 330,000 active | inhibition, % at 4 µM
SENP8 inh = SENP8 protease inhibition; purified SENP8, Z-RLRGG-aminoluciferin cleavage, luminescence; Q96LD8; 1.2% of 330,000 active; inhibition, % at 10 µM
Gli-Sufu block = blocks Gli-Sufu signaling in a luciferase reporter; inhibition, % at 5 µM; Sufu-KO-LIGHT fibroblasts, Gli luciferase reporter luminescence; AID 588413; 0.74% of 340,000 active;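 active means inhibition above about 55%, limit read from the data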;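 further: 0% = DMSO-treated cells and 100% = wells with medium but no cells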
697 NFkB inh = inhibitors of the PMA/ionomycin-induced NF-kB reporter in 697 B cells. 697 B-cell NF-kB luciferase reporter, 16 h. 0.33% of 330,000 active. AID 435022. inhibition, % at 4 µM; in the data active means inhibition above about 35%
EBI2 antag = antagonists of human EBI2 receptor. P32249. EBI2 beta-arrestin recruitment, luminescence, 7a,25-OHC stimulated. inhibition, % at 5 µM. 0.81% of 360,000 active. AID 651636; in the data active means inhibition above about 38%;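 further: enzyme fragment complementation signal reports receptor beta-arrestin coupling in cells; 0% = agonist plus DMSO wells and 100% = wells without agonist; some results beyond the cut were filed as inactive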
Apaf1 inhib = human Apaf-1 inhibition; AID 489030; 0.71% of 330,000 active; inhibition, % at 20 µM; O14727; reconstituted apoptosome caspase-3 activity, DEVD-Rh110 fluorescence; active means inhibition of at least 40% at 20 µM;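 further: plate controls were DMSO wells for no effect and DEVD-CHO caspase inhibitor wells for full effect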
Target sequence (O14727 whole entry, looked up): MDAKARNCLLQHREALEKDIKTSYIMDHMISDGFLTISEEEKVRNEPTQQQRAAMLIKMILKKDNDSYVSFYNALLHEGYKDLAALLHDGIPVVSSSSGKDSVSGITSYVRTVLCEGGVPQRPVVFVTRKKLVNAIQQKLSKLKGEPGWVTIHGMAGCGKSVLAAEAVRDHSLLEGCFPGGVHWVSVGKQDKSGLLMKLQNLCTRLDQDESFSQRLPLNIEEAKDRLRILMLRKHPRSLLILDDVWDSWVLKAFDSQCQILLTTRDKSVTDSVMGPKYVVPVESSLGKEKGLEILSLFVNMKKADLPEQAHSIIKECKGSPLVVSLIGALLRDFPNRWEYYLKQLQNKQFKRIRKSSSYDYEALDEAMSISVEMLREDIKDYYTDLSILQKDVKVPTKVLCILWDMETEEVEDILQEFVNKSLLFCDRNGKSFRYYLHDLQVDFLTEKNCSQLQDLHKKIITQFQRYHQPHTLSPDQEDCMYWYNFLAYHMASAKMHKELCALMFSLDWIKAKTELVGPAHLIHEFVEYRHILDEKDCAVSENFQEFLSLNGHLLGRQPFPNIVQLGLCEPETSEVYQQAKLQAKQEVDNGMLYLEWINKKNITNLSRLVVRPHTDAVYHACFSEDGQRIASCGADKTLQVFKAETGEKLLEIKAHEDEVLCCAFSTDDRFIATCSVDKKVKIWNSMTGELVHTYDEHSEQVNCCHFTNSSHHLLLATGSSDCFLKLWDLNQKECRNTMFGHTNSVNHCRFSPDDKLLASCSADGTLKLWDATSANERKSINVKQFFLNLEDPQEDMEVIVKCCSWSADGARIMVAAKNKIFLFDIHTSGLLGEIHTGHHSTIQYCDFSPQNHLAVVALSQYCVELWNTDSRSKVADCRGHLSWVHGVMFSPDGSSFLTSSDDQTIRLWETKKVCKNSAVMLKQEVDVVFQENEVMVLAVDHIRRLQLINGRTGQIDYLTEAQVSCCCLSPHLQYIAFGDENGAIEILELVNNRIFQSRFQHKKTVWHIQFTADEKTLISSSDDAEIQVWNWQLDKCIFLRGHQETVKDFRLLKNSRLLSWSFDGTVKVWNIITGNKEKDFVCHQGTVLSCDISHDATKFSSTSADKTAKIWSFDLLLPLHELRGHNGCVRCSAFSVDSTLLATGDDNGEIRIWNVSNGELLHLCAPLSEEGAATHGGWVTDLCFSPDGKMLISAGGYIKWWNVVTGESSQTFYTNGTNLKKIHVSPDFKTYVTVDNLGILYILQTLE
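System: Apoptosome proteins | Medium: Hepes pH 7.5 with detergent and BSA | Also added: Cytochrome c trigger plus (Z-DEVD)2-Rh110 caspase-3 substrate | Incubation: 30 min compound preincubation, 50 min activation, room temperature | Detection: Rhodamine 110 fluorescence at Ex 480/Em 540 nm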
CCR6 antagonist = blocks CCL20-driven beta-arrestin recruitment at human CCR6; P51684; CHO-K1 CCR6 PathHunter beta-arrestin, luminescence, CCL20-stimulated; inhibition, % at 20 µM; 0.49% of 340,000 active; AID 493098;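 active means compounds whose inhibition of the agonist-driven luminescence signal at 20 µM reaches about 50%, limit read from the data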;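 further: cells stimulated with CCL20 at 14 nM final; plate controls were DMSO with CCL20 for no effect and DMSO without agonist for full effect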
Starred values were filed as active, the others as inactive. Unless noted, no stated cut-off is given here; in the data, active means inhibition above about 50%; inactive means the rest. A portion of the library, so the mix of outcomes need not match the whole.

Order of results – UBC13 polyUb, Jurkat NFkB inh, SENP8 inh, Gli-Sufu block, 697 NFkB inh, EBI2 antag, Apaf1 inhib, CCR6 antagonist
Nc1c2c(=O)oc(-c3ccccc3)cc2nn1-c1ccccc1
  6, -53, -13, -110, -145, 4, 12, 4
Cc1c(NC(=O)C(C)OC(=O)/C=C/c2ccccc2)c(=O)n(-c2ccccc2)n1C (centres undefined)
  -1, 3, -1, -12, -3, -1, -1, 9
CCNc1nc(N)nc(-c2cc(Cl)ccc2O)n1
  22, -143, 55*, -108, -228, 4, -5, 2
COc1ccc(N/N=C(\C=N\O)C(=O)c2ccc(OC)cc2)cc1
  -5, 50, -3, 12, -60, -5, 0, 18
COc1ccc(CCN(C)C2CCCN(S(=O)(=O)c3ccccc3F)C2)cc1OC (centres undefined)
  0, -3, 7, 22, 8, 3, -2, -5
C=CCn1c(CNC(=O)c2ccco2)nnc1SCC(=O)c1ccc(F)cc1
  -1, 0, 8, 1, -1, 11, 3, 8
O=C1c2ccccc2C(Nc2cccnc2)N1Cc1ccccc1 (centres undefined)
  -12, 8, 2, -13, -2, 1, 18, -2
CCOc1ccccc1N1CCN(C(=O)c2ccc3[nH]c(C)c(C)c3c2)CC1
  -3, 49, 5, 3, -35, 18, 12, 0
O=C(COC(=O)c1nc(Cl)ccc1Cl)NC1CCS(=O)(=O)C1 (centres undefined)
  0, -2, -14, -7, 4, 1, -4, 0
Nc1cccnc1Oc1ccccc1F
  -1, -13, -8, 7, 6, -5, -10, 0
N#Cc1c(N2CCCCC2)nc(N)c2c(N)nc3c(c12)CC(c1ccccc1)O3 (centres undefined)
  10, -2, -2, 6, -11, 21, 42*, 12
O=C(NC1CCCCC1)C(c1cccnc1)N(C(=O)c1csnn1)c1ccccc1F (centres undefined)
  6, -1, 3, -13, -1, 2, -3, 3
Nc1nnn(CC(=O)N/N=C/c2ccco2)n1
  1, 8, -6, -1, 1, -10, -2, 1
OCCN1CCN(C(=S)Nc2ccc(Oc3ccccc3)cc2)CC1
  0, 9, 5, 3, 15, -15, -16, 14
O=C(Cc1cc(=O)oc2cc(O)ccc12)N[C@@H](Cc1c[nH]c2ccccc12)C(=O)O
  6, 19, 3, -4, 20, -1, -1, 1
CC(C)c1ccc(S(=O)(=O)Nc2ccc3c(c2)OCO3)cc1
  7, -15, 13, 11, 0, -6, -2, 5
O=[N+]([O-])c1cccc(CN2CCN(Cc3ccco3)CC2)c1
  1, -5, 6, 4, -1, -5, 3, 6
CC(C)(C)NCC(O)COc1c(F)cc(Br)cc1F (centres undefined)
  1, 16, 2, 0, 8, -11, -12, 4
O=S(=O)(O)c1cnccc1Nc1cccc(C(F)(F)F)c1
  0, -10, 4, 4, -23, -9, -27, 7
CN(CCC#N)C(=O)COC(=O)c1cccnc1Nc1ccccc1F
  -2, 5, -11, -5, -21, -10, -3, 13

Some of these compounds in order of molecular weight, largest number first:
Order of results – UBC13 polyUb, Jurkat NFkB inh, SENP8 inh, Gli-Sufu block, 697 NFkB inh, EBI2 antag, Apaf1 inhib, CCR6 antagonist
Cc1c(NC(=O)C(C)OC(=O)/C=C/c2ccccc2)c(=O)n(-c2ccccc2)n1C (centres undefined)
  -1, 3, -1, -12, -3, -1, -1, 9
CN(CCC#N)C(=O)COC(=O)c1cccnc1Nc1ccccc1F
  -2, 5, -11, -5, -21, -10, -3, 13
CC(C)c1ccc(S(=O)(=O)Nc2ccc3c(c2)OCO3)cc1
  7, -15, 13, 11, 0, -6, -2, 5

(cont.)
Order of results – UBC13 polyUb, Jurkat NFkB inh, SENP8 inh, Gli-Sufu block, 697 NFkB inh, EBI2 antag, Apaf1 inhib, CCR6 antagonist
Cc1ccc(/C=N/N2CCN(Cc3ccccc3)CC2)s1
  -12, 7, 0, -25, -18, 4, 10, -1
Cc1nn(CC#N)c(=O)n1-c1ccc(F)cc1
  -10, -14, -5, -1, -11, -30, -3, -20
COCCn1c(N)c(Sc2ccccc2)c(=O)[nH]c1=O
  -7, 4, -4, -5, 4, 2, 3, 5
Cc1c(C(=O)OCC(C)(C)CN(C)C)oc2ccccc12
  -10, -23, -12, -39, -28, 1, 5, -5
CC(=O)N1c2ccc(S(=O)(=O)NCC3CCC(C(=O)Nc4cccc(C)n4)CC3)cc2CC1C (centres undefined)
  10, 30, 1, 40, -8, 2, -3, 4
CC1(C)CSC(=S)N1S(=O)(=O)c1ccccc1
  -4, 0, -1, 6, -3, 7, 2, 5
COc1cccc(CNC(=O)Cc2c(C(=O)O)[nH]c3ccccc23)c1
  -1, 6, -2, -25, -14, 0, -5, -10
COc1ccc(/C=C/C(=O)c2cc(Br)ccc2O)cc1OC
  6, 14, 4, 0, 3, 18, 19, 1
CC(C)(C)C(=O)NC(NC(=O)C(C)(C)C)c1ccc([N+](=O)[O-])cc1
  1, 9, 4, -1, 4, -12, -2, 0
Cc1ccc(-c2noc(CN(C(=O)CCCCCN3C(=O)c4ccccc4C3=O)C(C)C)n2)cc1
  20, -3, -5, -2, -12, 8, 26, 1
Cn1cnnc1SCC(=O)NCc1ccccc1
  -7, -4, -2, 3, 22, 5, -11, 0
COc1ccc(CN(C)CC(=O)Nc2cccc(S(N)(=O)=O)c2)c(OC)c1OC
  16, 8, 1, -19, -2, -5, -24, 4
Cc1c(Cl)cnc(NC(=O)COC(=O)[C@H](C)NC(=O)c2ccccc2)c1Cl
  -8, 3, 4, 13, 16, -1, -3, -6
COc1nc(Nc2ccccc2F)nc(OC)n1
  10, -4, 1, -10, 2, -16, -8, 9
Cc1nn(-c2ccccc2)c(-n2cccc2)c1C(=O)O
  -8, 18, 4, 1, -11, -10, 1, 0
O=C(COc1ccccc1C(=O)c1cnn(-c2ccccc2)c1)Nc1ccc2ccccc2c1
  3, -70, -2, -30, -42, 25, 4, 9
CCOC(=O)C1=C(O)/C(=C/c2cc(OC)c(OC)c(OC)c2)SC1=Nc1ccc(OC)cc1
  38, 4, 4, 1, 8, 62*, 12, -14
CN(CC(=O)Nc1cccc(F)c1)C(=O)CSc1ccccc1F
  2, 8, 5, 5, 11, -2, 13, 6
COc1ccc(NC(=O)c2cc(-c3ccccc3)oc2C)cc1
  11, -3, -8, 5, -15, 20, 3, 8
COc1ccc(Nc2ncnc3scc(-c4ccc(OC)cc4)c23)cc1
  7, 52*, -3, 5, -46, 12, 22, 26

Later entries:
SMILES | UBC13 polyUb | Jurkat NFkB inh | SENP8 inh | Gli-Sufu block | 697 NFkB inh | EBI2 antag | Apaf1 inhib | CCR6 antagonist
O=C(CN1C(=O)NC2(CCc3ccccc32)C1=O)c1c[nH]c2ccccc12 (centres undefined) | 4 | 1 | 8 | -19 | 19 | 0 | 1 | 6
CCc1ccccc1NC(=O)CN(C)C(=O)Cn1cc(C(F)(F)F)cc(Cl)c1=O | 0 | 0 | 4 | 2 | -7 | -8 | 3 | 6
CC1(c2ccc(Cl)cc2)NC(=O)N(CC(=O)NC(=O)NCc2ccco2)C1=O (centres undefined) | -2 | 4 | -6 | -5 | -41 | 3 | -16 | -4
CCCCn1c(SCC(=O)NC(C)CC)nc2ccc(N3CCOCC3)cc2c1=O (centres undefined) | 15 | -4 | 5 | 8 | -26 | 2 | 13 | -15
O=c1c(S(=O)(=O)c2ccc(Cl)cc2)cn(Cc2ccccc2F)c2ccc(F)cc12 | 3 | 10 | -6 | 22 | -7 | -2 | 3 | 3
O=C(CN1CCN(Cc2ccccc2)CC1)N=Nc1c(O)[nH]c2ccccc12 | -22 | 3 | 1 | 6 | 8 | -14 | -7 | -6
Cc1cc(-n2c(C)cc(C(=O)CSc3nncn3C)c2C)no1 | 13 | -6 | -2 | -5 | 1 | -2 | 1 | 13
C=CCn1c(SCC(=O)c2cc(C)n(CC3CCCO3)c2C)nnc1-c1ccccc1 (centres undefined) | -4 | -1 | 1 | 7 | -5 | -4 | 11 | 9
CC1=[N+](C)c2ccc3ccccc3c2C1(C)C | -43 | 35 | -2 | 70* | -17 | 6 | 42* | 18
CCOC(=S)SCC(=O)Nc1nc(-c2ccc(Br)cc2)cs1 | -31 | 8 | -16 | 19 | 1 | 69* | 4 | -25
CCOc1ccc(CN(C(=O)c2cc3ccccc3oc2=O)C2CCS(=O)(=O)C2)cc1 (centres undefined) | 0 | -13 | 0 | -9 | -2 | 6 | -5 | 4
CCOc1cc(/C=C2/C(=N)N3C(=NC2=O)SN=C3S(=O)(=O)CC)ccc1OC(=O)c1ccco1 | -21 | 5 | 3 | -7 | 3 | 0 | 5 | 11
O=C(CSc1ccc(Cl)cc1)NC(=O)c1ccccc1 | -1 | 3 | 2 | -3 | 14 | 12 | -8 | 8
CCCCn1c(=O)[nH]c(=O)c2c1nc(-c1ccc(C#N)cc1)n2C1CCCC1 | 78* | -6 | -9 | 3 | -18 | 7 | 19 | 2
O=C(O)[C@@H]1CCCN(S(=O)(=O)c2cccc3cccnc23)C1 | 13 | 0 | 10 | 30 | 7 | 3 | -3 | -2

Record cards (already shown).
Cc1nn(-c2ccccc2)c(-n2cccc2)c1C(=O)O is entered as UBC13 polyUb = -8; Jurkat NFkB inh = 18; SENP8 inh = 4; Gli-Sufu block = 1; 697 NFkB inh = -11; EBI2 antag = -10; Apaf1 inhib = 1; CCR6 antagonist = 0
COc1ccc(Nc2ncnc3scc(-c4ccc(OC)cc4)c23)cc1 is entered as UBC13 polyUb = 7; Jurkat NFkB inh = 52*; SENP8 inh = -3; Gli-Sufu block = 5; 697 NFkB inh = -46; EBI2 antag = 12; Apaf1 inhib = 22; CCR6 antagonist = 26

Other compounds
SMILES | UBC13 polyUb | Jurkat NFkB inh | SENP8 inh | Gli-Sufu block | 697 NFkB inh | EBI2 antag | Apaf1 inhib | CCR6 antagonist
Cc1cc(C)c(C#N)c(SCc2cn3c(C)cccc3n2)n1 | 6 | -45 | 2 | 7 | -2 | 0 | 0 | 0
CCN(CC)CCNC(=O)c1ccc(CS(=O)(=O)c2ccc(Br)cc2)o1 | 4 | -4 | 2 | 3 | 1 | -4 | -2 | 2
O=C(Cn1c(=O)c2c3c(sc2n(Cc2ccccc2)c1=O)CCCC3)NCCO | 1 | 0 | 8 | 10 | -11 | 2 | 5 | 5
CCCCn1c(=O)c2c(nc3n2CCCN3Cc2ccccc2)n(C)c1=O | 3 | -6 | -11 | 6 | -14 | 2 | 15 | 20
CNC(=S)NNC(=O)c1sccc1OCc1ccc(Cl)cc1Cl | -1 | 0 | -6 | 2 | 4 | -6 | -10 | -7
O=C(C1CCCN(Cc2ccccc2F)C1)N1CCCC1 (centres undefined) | -9 | -2 | -18 | 21 | -16 | 2 | 7 | 12
COc1ccc(CCNC(=O)[C@H](C)N2C(=O)N3CCc4c([nH]c5ccccc45)[C@@]3(C)C2=O)cc1OC | 8 | 4 | -2 | -2 | 8 | 5 | 2 | -4
Cn1cccc1/C=C(\C#N)C(N)=S | 11 | 9 | 16 | -1 | -1 | 4 | -24 | 31
Cc1cccc(-c2cccc(NC(=O)C3CCCN(C(=O)c4csc(C)n4)C3)c2)c1 (centres undefined) | -6 | -10 | -5 | 4 | -47 | 22 | 22 | 18
